KLK5 inh: inhibitors of human kallikrein 5. Q9Y337. recombinant hK5, fluorogenic AMC substrate cleavage. inhibition, % at 5 µM. 210,000 tested, 0.59% active. AID 873;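 active = inhibition of 40% or more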;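 also: 0% = enzyme controls without compound and 100% = no-enzyme blanks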
Target sequence (Q9Y337 67-293 limits assumed): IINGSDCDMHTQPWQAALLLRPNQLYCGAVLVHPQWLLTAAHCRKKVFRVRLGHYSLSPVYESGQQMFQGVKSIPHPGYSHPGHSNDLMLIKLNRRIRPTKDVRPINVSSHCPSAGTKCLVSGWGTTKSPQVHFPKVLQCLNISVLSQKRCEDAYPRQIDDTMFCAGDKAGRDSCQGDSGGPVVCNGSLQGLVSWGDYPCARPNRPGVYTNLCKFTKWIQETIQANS
EBV gp42 inh: inhibitors of Epstein-Barr virus glycoprotein 42; Fluorescence polarization binding assay, mP read-out; inhibition, % (tested at 21.74 µM); 220,000 tested, 0.42% active; in the data active = inhibition above about 50%
Furin inhibitor: blocks human furin protease activity; purified furin, fluorogenic substrate cleavage; inhibition, % at 30 µM; 220,000 tested, 0.061% active; AID 463115; in the data active = inhibition above about 25%; also: inactives centre near -15
14-3-3 Bad PPI: disrupts binding of bovine 14-3-3 zeta to phospho-Bad peptide | inhibition, % at 21.7 µM | TR-FRET 14-3-3zeta/Dy647-pBad peptide displacement, 1 h | P63103 | AID 781 | 220,000 tested, 0.71% active;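 active = inhibition above about 70%, limit read from the data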;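 also: 0% = full 14-3-3 plus peptide FRET controls and 100% = background without 14-3-3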
Target sequence (P63103 whole entry, looked up): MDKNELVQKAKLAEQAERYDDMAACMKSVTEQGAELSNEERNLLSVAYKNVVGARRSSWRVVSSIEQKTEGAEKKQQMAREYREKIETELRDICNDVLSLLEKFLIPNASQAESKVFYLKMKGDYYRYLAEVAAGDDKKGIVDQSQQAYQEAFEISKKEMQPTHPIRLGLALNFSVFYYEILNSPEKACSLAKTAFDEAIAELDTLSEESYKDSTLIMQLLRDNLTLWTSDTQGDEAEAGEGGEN
KCC2 mod: modulators of human KCC2 chloride dependent transport. KCC2 cells, thallium flux FluoZin-2 fluorescence. B-score of Tl+ flux slope (higher = more flux/activation; lower = inhibition) at 10 µM. 190,000 tested, 2.2% active. AID 1456;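 active = thallium flux slope and its plate-corrected score both differing from the plate sample mean at a set confidence after two filtering rounds, in either direction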;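 also: slope of fluorescence scaled to starting intensity during 10 to 20 s after thallium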
Thrombin inh: thrombin (human) inhibition | P00734 | alpha-thrombin, Boc-VPR-AMC fluorogenic substrate cleavage | inhibition, % at 5 µM | 220,000 tested, 0.26% active;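 active = inhibition at or above 40%; inactive = inhibition below 40%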;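 also: 0% = enzyme with no compound and 100% = wells without enzyme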
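Assay system: human alpha-thrombin enzyme. Reagent: Boc-VPR-AMC substrate, 15 µM final. Compound dosing: one concentration per compound, 5 µM, with 0.2% DMSO. Incubation: room-temperature reaction. Technique: AMC fluorescence, 355/460 nm. Measure: % inhibition relative to enzyme controls and enzyme-free blanks.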
p47phox inh: blocks human p47phox regulatory protein of NADPH oxidases | inhibition, % at 24.7 µM | P14598 | 220,000 tested, 0.53% active | p47phox/p22phox peptide binding, fluorescence polarization, 2 h;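 also: 0% = p47phox with labelled peptide and 100% = labelled peptide alone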
Target sequence (P14598 whole entry, looked up): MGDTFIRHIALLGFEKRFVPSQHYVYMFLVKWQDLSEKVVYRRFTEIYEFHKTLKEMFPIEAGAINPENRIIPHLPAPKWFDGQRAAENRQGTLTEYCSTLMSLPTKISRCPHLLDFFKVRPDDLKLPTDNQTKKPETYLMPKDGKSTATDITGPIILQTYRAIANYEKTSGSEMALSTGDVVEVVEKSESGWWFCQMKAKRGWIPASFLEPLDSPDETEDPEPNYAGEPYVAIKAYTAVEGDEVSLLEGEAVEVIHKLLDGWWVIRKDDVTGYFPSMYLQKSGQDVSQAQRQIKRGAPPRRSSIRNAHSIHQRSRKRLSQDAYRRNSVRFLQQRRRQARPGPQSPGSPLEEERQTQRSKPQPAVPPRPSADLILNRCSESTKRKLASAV
eIF4E 4G PPI: blocks eIF4E binding to eIF4G; inhibition, % at 21.7 µM; 220,000 tested, 0.37% active; TR-FRET eIF4E-eIF4GI(517-606) binding, 2 h;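 also: 0% = full FRET control wells and 100% = background wells lacking eIF4GI fragment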
Rad51 HR inh: Rad51 (human) homologous recombination inhibition | Q06609 | hRad51 DNA strand exchange, fluorescence dequenching | inhibition, % at 10 µM | 200,000 tested, 0.085% active | AID 1385;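 active = inhibition above 40% at the single screening dose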;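 also: 0% = DMSO control wells and 100% = blanks with heterologous ssDNA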
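Material: hRad51 filaments on single-stranded DNA; Reagent: Donor/quencher-labelled 47-bp dsDNA substrate; Compound: 10 µM final, single point; Schedule: 37 °C 15-min filament assembly, 30-min compound preincubation, 15-min exchange; Technique: FRET fluorescence, excitation 485 nm, emission 520 nm; Benchmarks: control wells and blank wells on each plate.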
An asterisk follows results filed as active; i = inactive; / = not tested or not shown; [ ] = dose if it differs, or a comment.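 The calls were made as follows, unless noted: active = inhibition above about 30% (limit read from the data); inactive = the rest.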

No. | Structure | KLK5 inh | EBV gp42 inh | Furin inhibitor | 14-3-3 Bad PPI | KCC2 mod | Thrombin inh | p47phox inh | eIF4E 4G PPI | Rad51 HR inh
1 | O=C(C1=C[C@@H](C2CCCCC2)C[C@@H](OCCCCO)O1)N1CCN(Cc2ccccc2)CC1 | 1 | -16 | -11 | 3 | -2.8 | -4 | / | 5 | -9
2 | Cc1cc2nc3c(=O)n(CCc4ccccc4)c(=O)[nH]c3nc2cc1N | -1 | 158* | -20 | -11 | i | -4 | -19 | -2 | /
3 | Cn1c(=O)c2c(ncn2CC(=O)N/N=C/c2ccc(Br)s2)n(C)c1=O | -9 | 7 | -4 | -2 | 0.56 | 1 | -23 | 3 | -4
4 | CC1CC(C)(C)NC(=S)N1CCCC(=O)N1CCN(c2ccccc2F)CC1 (stereo not drawn) | -23 | -10 | -16 | -17[fluorescence artefact?] | 0.52 | -5 | -1 | -5[fluorescence artefact?] | 2
5 | Cc1oc(-c2ccccc2F)nc1CS(=O)(=O)CC(=O)N1CCN(Cc2ccccc2)CC1 | 0 | -2 | -27 | 3 | -0.78 | -1 | 0 | -1 | 1
6 | COC(=O)c1sc2ccccc2c1-n1cccc1C(=O)C(=O)Nc1ccc(OC)cc1 | -2 | -10 | -4[20 µM] | 14 | 1.1 | -2 | -62 | 5 | 11
7 | CCOC(=O)c1c(C)[nH]c(C(=O)OCC(=O)NC2CCS(=O)(=O)C2)c1C (stereo not drawn) | 6 | -18 | -25[20 µM] | -9 | -0.42 | 9 | -4 | 0 | -3
8 | Cc1ccc(S(=O)(=O)N/N=C/c2cccc3c2OCCO3)cc1 | -7 | 11 | -3 | 0 | 0.033 | -3 | -11 | 10 | /
9 | O=C(ON=C1CCN(S(=O)(=O)c2ccccc2)CC1)c1ccc(Cl)cc1 | 12 | 2 | -19[20 µM] | 7 | / | 2 | 0 | -1 | -10
10 | COc1ccc(-c2nnc(SCc3cccc(C#N)c3)o2)cc1 | 8 | -3 | -18[20 µM] | -2 | -0.63 | 4 | -1 | 0 | 5
11 | Cc1ccc(C(=O)NCC(=O)OCC(=O)c2ccc3c(c2)NC(=O)CO3)cc1C | 0 | -29 | -27 | -11 | 0.62 | 13 | -4 | -3 | 18
12 | CCNC(=S)N1CCN(c2ccc([N+](=O)[O-])cc2)CC1 | 2 | 0 | 8[20 µM] | 0 | 1.9 | 4 | -16 | 0 | -1
13 | CN1CCN(CC(=O)Nc2ccccc2Sc2ccccc2)CC1 | -3 | 1 | -15 | 44 | 0.03 | -10 | 4 | 3 | /
14 | CN1CCN(c2ccc(NC(=O)c3ccc4c(c3)OCO4)cc2)CC1 | -1 | -2 | -20 | 16[fluorescence artefact?] | 0.16 | -8 | 4 | -5 | -4
15 | CCc1nnc(NC(=O)CSc2nc3c(cc2C#N)CCCC3)s1 | 49* | -5 | -19[20 µM] | 21[fluorescence artefact?] | 0.8 | 12 | -6 | 0[fluorescence artefact?] | -2
16 | CCc1c(C)nc(SCCOc2ccc(OC)cc2)[nH]c1=O | 2 | -8 | -30 | 5 | 0.23 | -1 | -12 | 0 | 5
17 | Fc1ccc(-c2nnc(-c3ccc(Cl)cc3Cl)o2)cc1 | -5 | -21 | -28 | 17[fluorescence artefact?] | 0.34 | -9 | -10 | 2[fluorescence artefact?] | -2
18 | Cn1c(=O)c2c(nc(NCCO)n2C)n(C)c1=O | -6 | -9 | -17[20 µM] | 0[fluorescence artefact?] | / | -7 | -5 | -3[fluorescence artefact?] | 5
19 | FC(F)c1nnc2ccc(Cl)nn12 | 6 | -19 | -35 | -9 | 0.45 | -11 | -11 | 1 | 3
20 | COc1ccc(Cn2c(C)c(C)c(C#N)c2NC(=O)Nc2ccccc2)cc1 | -3 | 5 | 0[20 µM] | 12 | -0.73 | -2 | -44 | 0 | /
21 | O=C(NNC(=S)Nc1ccccc1)c1cc(-c2cccnc2)nc2ccccc12 | -8 | -14 | -6 | -6 | -1 | 16 | -7 | -2 | -11
22 | Cc1ccc(OC(=O)CCN2C(=O)c3ccccc3C2=O)cc1C | / | 3 | -19 | -5 | -0.015 | -2 | -1 | 0 | /
23 | CCOC(=O)CC1CCCCN1Cc1cn(C)nc1-c1ccc2c(c1)OCCO2 (stereo not drawn) | -3 | 1 | -20 | -4 | 0.7 | -3 | -17 | 1 | -143
24 | CC(=O)c1cnn(-c2cc(Oc3ccccc3C)ncn2)c1C | -13 | -10 | -1[20 µM] | 22 | 0.57 | -10 | 10 | 3 | 0
25 | CC(=O)OC1CCC2(C)C(=CCC3C2CCC2(C)C3CC3OC4(CCC(C)CN4)C(C)C32)C1 (stereo not drawn) | 1 | -11 | -21 | 8 | / | -5 | -3 | 3 | -1
26 | Cc1cnc(NC(=O)CSc2ccc(Cl)cc2)s1 | 13 | -9 | -29[20 µM] | 0 | -0.12 | -2 | -5 | 4 | 9
27 | CCOC(=O)c1sc(=S)n(C)c1NC(=O)c1ccc(OC)cc1 | -2 | -27 | 0 | 9 | -0.35 | -13 | -9 | 7 | /
28 | O=C(CSc1n[nH]c(-c2ccncc2)n1)c1cccc([N+](=O)[O-])c1 | -21 | -10 | -5 | -6 | -0.97 | -5 | -2 | 0 | 4
29 | Cc1ccccc1Nc1nc(N)nc(CN(C)Cc2ccccc2Cl)n1 | -17 | -10 | -8 | -6 | -1 | -10 | -6 | -8[fluorescence artefact?] | -6
30 | CC1C/C(=C/c2cccs2)C(=O)/C(=C/c2cccs2)C1 (stereo not drawn) | -1 | -3 | -8 | -4 | 0.25 | -4 | -15 | -2 | 7

Ordered by count of non-hydrogen atoms (lowest first): 3 of the compounds above.
No. | Structure | KLK5 inh | EBV gp42 inh | Furin inhibitor | 14-3-3 Bad PPI | KCC2 mod | Thrombin inh | p47phox inh | eIF4E 4G PPI | Rad51 HR inh
26 | Cc1cnc(NC(=O)CSc2ccc(Cl)cc2)s1 | 13 | -9 | -29[20 µM] | 0 | -0.12 | -2 | -5 | 4 | 9
8 | Cc1ccc(S(=O)(=O)N/N=C/c2cccc3c2OCCO3)cc1 | -7 | 11 | -3 | 0 | 0.033 | -3 | -11 | 10 | /
28 | O=C(CSc1n[nH]c(-c2ccncc2)n1)c1cccc([N+](=O)[O-])c1 | -21 | -10 | -5 | -6 | -0.97 | -5 | -2 | 0 | 4

The list goes on.
No. | Structure | KLK5 inh | EBV gp42 inh | Furin inhibitor | 14-3-3 Bad PPI | KCC2 mod | Thrombin inh | p47phox inh | eIF4E 4G PPI | Rad51 HR inh
31 | C#CCNc1ccc(C(=O)OCC)cc1 | 3 | -4 | -26 | 2 | 0.091 | -1 | -13 | -8 | /
32 | CC(=O)c1cnc(N(C)C)s1 | -4 | -12 | -11[20 µM] | -2 | 0.13 | 1 | -4 | 3 | 4
33 | Cc1cc(N)n2nc(C)c(-c3ccc(Cl)cc3)c2n1 | 2 | -16 | -25 | 1 | -0.4 | -3 | -11 | 0 | 3
34 | CCOC(=O)c1[nH]cnc1C(=O)Nc1ccccc1 | -1 | -17 | -27 | -11 | 0.26 | -10 | 0 | -4 | 13
35 | CCC(C)[C@H](NC(=O)NCCC1=CCCCC1)C(=O)O (stereo partly drawn) | -1 | -5 | -7 | 2 | -0.075 | -8 | -6 | 0 | /
36 | CCNC(=O)NC(=O)C(C)OC(=O)c1ccc(SC)cc1OC (stereo not drawn) | -20 | 0 | -11 | -1 | 0.012 | -3 | -7 | 1 | 9
37 | CC(=O)N1CCN(c2ccccc2NC(=O)COc2ccc(Br)cc2)CC1 | -7 | -13 | -10[20 µM] | 0 | / | 0 | 3 | -1 | -5
38 | CC(C)(C)NC(=O)CSc1nncn1-c1ccccc1 | -1 | -8 | -19 | 8 | -0.67 | -3 | 0 | 3 | 1
39 | O=C(Nc1cccc(S(=O)(=O)Nc2ccc(Cl)cc2)c1)c1ccc[n+]([O-])c1 | -5 | -5 | -17 | 9 | 0.47 | -5 | -13 | -11 | 33
40 | O=C(NCCNCc1ccccn1)c1ccco1 | -7 | -4 | -15 | -24 | 1 | 7 | -5 | 1 | -62
41 | CCOC(=O)c1cc2c(ccn2C)n1Cc1ccc(Cl)cc1 | -5 | 4 | -4 | -4 | -0.53 | 7 | 0 | 5 | 28
42 | COc1ccc(Cc2nc(C(=O)Nc3ccc(F)cc3)cs2)cc1 | 5 | -1 | -17[20 µM] | 10 | -1.6 | -3 | 2 | -2 | 3
43 | CCCCC(CCC(=O)Nc1cccc([N+](=O)[O-])c1)C(=O)O (stereo not drawn) | -1 | -3 | -13 | -3 | 0.011 | -6 | -10 | -8 | /
44 | COCC(=O)c1[nH]c2ccccc2c1C | 1 | -8 | -14 | 16 | 0.22 | 1 | -6 | 5 | -3
45 | COC(=O)c1ccc(Cl)c(NC(=O)CN(c2ccccc2)S(=O)(=O)c2ccc(OC)cc2)c1 | -5 | -4 | -12 | -8[fluorescence artefact?] | -4.4* | 2 | 1 | 1 | 2
46 | CCOc1ccc(C(=O)NCC(=O)OCC(=O)Nc2ccccc2OC)cc1 | -8 | -16 | -6[20 µM] | -6 | / | -2 | -2 | -20[fluorescence artefact?] | 7
47 | CCOC(=O)c1c(COc2ccccc2)oc2ccc(O)cc12 | 0 | -26 | -18 | 1[fluorescence artefact?] | / | 1 | -29 | 5 | 2
48 | N#C/C(=C(/O)COc1ccc(Br)cc1)c1nnc2n1CCCCC2 | -7 | -17 | -3 | -12 | 0.36 | -6 | 4 | -7 | 7
49 | CC(=O)CC(C)(C)S(=O)(=O)c1ccc(NC(C)=O)cc1 | -10 | -16 | -32[20 µM] | -2 | -0.35 | -1 | -11 | 5 | 9
50 | O=C(NC(=O)c1ccccc1N1CCCCC1)Nc1ccc(Br)cc1 | 0 | -1 | -20 | 0 | 0.37 | 0 | 0 | -1 | 14
51 | Cc1cc(OCC(=O)Nc2ccncc2)cc(C)c1Br | -7 | 1 | -16[20 µM] | / | -0.31 | -3 | 2 | / | 5
52 | COc1ccc(C2C3CCCCC3(O)CCN2C(=O)c2cccs2)cc1 (stereo not drawn) | 2 | -1 | -10 | -5 | 1.3 | -8 | -1 | 1 | -11
53 | CCc1cccc(CC)c1N1C(=O)c2cc(N3CCOCC3)c([N+](=O)[O-])cc2C1=O | -16 | 1 | 3 | -8 | -0.024 | -11 | -4 | -11 | -17
54 | Cc1nonc1OCCNCCNc1ccc([N+](=O)[O-])cc1Cl | 9 | 2 | 10 | -3 | -1.3 | 2 | 6 | -2 | /
55 | COc1ccc(CNc2ncnc3c2[nH]c2cc(OC)c(OC)cc23)cc1 | -1 | -16 | -1 | -6 | -1.2 | -4 | -61 | 4 | /
56 | N#Cc1ccc(C(=O)N2CCN(S(=O)(=O)c3ccc(Br)s3)CC2)cc1 | -10 | -21 | -16 | -8 | 0.67 | 12 | -8 | 2 | -10
57 | CCc1ccc(CN2CCCC(CNS(=O)(=O)c3ccc(OC)cc3)C2)cc1 (stereo not drawn) | 2 | -9 | -11 | 2 | 0.21 | -4 | 5 | 0 | /
58 | Cc1c(/C=N/Nc2nc3ccccc3[nH]2)c2ccccc2n1C | -2 | -4 | -3 | -9 | -0.48 | -3 | -6 | -3 | -5
59 | CCn1cc(C2C(C(=O)Nc3ccc(Br)cn3)=C(C)NC3=C2C(=O)CCC3)c(C)n1 (stereo not drawn) | -16 | -16 | -33 | 3[fluorescence artefact?] | -0.033 | -4 | -4 | 1 | 2
60 | S=C(NCc1ccccn1)Nc1ccc(Cl)cc1Cl | -18 | -4 | -21 | -8 | / | -8 | -4 | 0 | -4
61 | Fc1ccc(C2CC(c3ccco3)n3ncnc3N2)cc1 (stereo not drawn) | 3 | -6 | -10 | 8[fluorescence artefact?] | 0.85 | -1 | -10 | 3 | -1
